# Growth percent in the NCI-60 one-dose screen (48 h, 10 µM unless noted): 100 = growth as untreated, 0 = no growth, -100 = all killed.
# HL-60(TB) = HL-60(TB) leukemia cells; hit rate 9% among 78,000; AID 1794776; active means growth percent below 10
# Active calls of the source: *; & = joins results of further samples.
SMILES,HL-60(TB)
Nc1nc(N)c(N=Nc2ccc(S(=O)(=O)Nc3nccs3)cc2)c(=O)[nH]1,161
COc1ccc(OC)c2c1[nH]c(=O)c1c3ccccc3cn21,-49*
CCOc1ccc2cc(-c3nn(CC(C)(C)CO)c(N)c3C(N)=O)ccc2n1,90&116
OCC1OC(n2cnc3c(=S)nc[nH]c32)C(O)C1O (stereo not drawn),51&120
COc1cccc(/C(=C/c2ccc([N+](=O)[O-])cc2)C(=O)O)c1,111
BrCc1ccc(C[P+](c2ccccc2)(c2ccccc2)c2ccccc2)cc1,91
Cc1ccc2c(c1)C(c1c[nH]c3ccccc13)(c1c[nH]c3ccccc13)CCO2,80
CC1=C2[C@@H](CC1)[C@]1(C)O[C@@](C(C)C)(C[C@H]1OC(=O)CO)[C@H]2OC(=O)CCCc1ccccc1,1.3*
Cc1nn(C(=O)c2ccccc2)c2c1nnc1ncccc12,108
CN(C)CCCC1(c2ccc(F)cc2)OCc2cc(-c3ccncc3)ccc21 (stereo not drawn),87
C#CCOCC(O)CCl (stereo not drawn),113
COc1cc(-c2nn(C(=O)NCCN3CCN(C)CC3)cc2-c2ccncc2)ccc1Cl,93
N#Cc1c(Cl)nc(SCC2CO2)nc1-c1ccccc1 (stereo not drawn),105
Cc1cc(N2CCN(CC(=O)Nc3ccc4c(ccn4C)c3)CC2)nc(N2CCCCC2)n1,86
Cc1[nH]c(-c2nc3ccccc3[nH]2)c(C)c1C(=O)NCC(F)(F)F,106
CC(=O)c1ccc(N2C(=O)c3ccc(Oc4ccccc4)cc3C2=O)cc1,105
CC(=O)c1ccc2ncccc2c1,100
Cc1nc(Nc2ccc(NC(=O)Nc3ccc(Cl)cc3)cc2)c2ccccc2n1,100
N#CC(C#N)=Cc1nc(C2CCN(S(=O)(=O)c3cccc4ccccc34)CC2)n2ccccc12,102
CC(=O)c1sc(N2N=C(C)CC2c2ccc(N(C)C)cc2)nc1C (stereo not drawn),75
CCOC(=O)CSc1nc2sc(C(N)=O)c(C)c2c(=O)n1Cc1ccccc1,108
CCC1S/C(=N\N=C(/C)c2ccc[nH]2)N(c2ccccc2)C1=O (stereo not drawn),-64*
COc1ccccc1-c1ccc(-n2ccnc2)nn1,108
Cc1ccn2ncnc2c1,94

# Exported tab-delimited: three of the compounds above.
canonical_smiles	HL-60(TB)
CCOC(=O)CSc1nc2sc(C(N)=O)c(C)c2c(=O)n1Cc1ccccc1	108
CC(=O)c1ccc2ncccc2c1	100
Cc1[nH]c(-c2nc3ccccc3[nH]2)c(C)c1C(=O)NCC(F)(F)F	106

# Laid out differently: 2 of the compounds above
mol	HL-60(TB)
CCOC(=O)CSc1nc2sc(C(N)=O)c(C)c2c(=O)n1Cc1ccccc1	108
CCC1S/C(=N\N=C(/C)c2ccc[nH]2)N(c2ccccc2)C1=O (stereo not drawn)	-64*

# Quoted from the listing:
# HL-60(TB) result of N#Cc1c(Cl)nc(SCC2CO2)nc1-c1ccccc1 (stereo not drawn) → 105
# HL-60(TB) result of Cc1nc(Nc2ccc(NC(=O)Nc3ccc(Cl)cc3)cc2)c2ccccc2n1 → 100
# HL-60(TB) result of Cc1ccn2ncnc2c1 → 94
# HL-60(TB) result of CCOC(=O)CSc1nc2sc(C(N)=O)c(C)c2c(=O)n1Cc1ccccc1 → 108

# Following part.
SMILES,HL-60(TB)
COc1ccc2c(c1)/C(=C1/S/C(=N/c3nnc(-c4ccc(O)cc4)s3)NC1=O)C(=O)N2Cc1ccc(Cl)cc1,112
Cn1c(=O)cc(O)c2ccccc21,85
CC12CC[C@@H]3[C@]4(C)COC(c5cn(-c6ccccc6)nc5-c5cccc([N+](=O)[O-])c5)O[C@@H]4CC[C@@]3(C)[C@@H]1CC(C1=CCOC1=O)O2 (stereo partly drawn),89
CCCCCCCOc1ccc(C(=O)Nc2ccc(C)cc2C(=O)O)cc1,88
O=C(/C=C/Nc1ccc(Cl)cc1)c1ccc2c(c1)Nc1ccccc1S2,93
CC(C)NC(=O)OCc1c(COC(=O)NC(C)C)c(-c2cccc(Cl)c2)n2c1CCC2,41
N#C/C(=C\c1ccccn1)c1cc2ccccc2[nH]1,75
COc1cc(-c2csc(NC(=O)Nc3cc(C(F)(F)F)cc(C(F)(F)F)c3)n2)cc(OC)c1OC,12
Cc1ccc(OC(=O)CCC(=O)Oc2ccc(C)cc2C)c(C)c1,41
O=c1c2c(Nc3ccccc3)[nH]nc2[nH]c(=S)n1-c1ccccc1,100
C=C/C(C)=C/C[C@]1(C)[C@H](C)[C@@H](OC(=O)CCC)[C@H](O)[C@@]23C(=C[C@H](OC)C[C@@H]12)[C@@H](OC(=O)CCC)O[C@H]3OC(C)=O,-44*
O=S(=O)(O)C(Br)c1ccccc1 (stereo not drawn),107
CC(N)Cc1ccc(O)cc1 (stereo not drawn),90
CC(=O)N[C@H](C(=O)N[C@H](Cc1ccccc1)C(=O)N[C@H](CS)C(=O)N[C@H](CCCNC(=N)N)C(=O)N[C@H](CCCNC(=N)N)C(=O)N[C@H](CCCNC(=N)N)C(=O)N[C@H](CCCNC(=N)N)C(=O)N[C@H](CCCNC(=N)N)C(=O)N[C@H](CCCNC(=N)N)C(=O)N[C@H](CCCNC(=N)N)C(=O)N[C@H](CCCNC(=N)N)C(N)=O)[C@@H](C)O,101
CN(C)c1ccc([N+](=O)[O-])c([N+](=O)[O-])c1,88&67
Clc1ccc(-c2cn(-c3ccccc3)c(-c3ccccc3)n2)cc1,47
BrC1(Br)CC1c1ccccc1 (stereo not drawn),93
C=C(C)[C@@H]1CC[C@]2(C(=O)NCC#CCN3CCN(C)CC3)CC[C@]3(C)[C@H](CC[C@@H]4[C@@](C)(CCC#N)[C@H](C(=C)C)CC[C@]43C)[C@@H]12,11
O=C1CCC2(c3ccccc3)N1CCc1cncn12 (stereo not drawn),98
C=CCOC(=O)c1ccc(C)cc1,101
CCN(CC)c1ccc2nc3ccc(N=Nc4ccc(O)cc4)cc3[n+](-c3ccccc3)c2c1,22
O=C(NCc1ccccc1)C1=NCCCCN1,104
CCCCCCC1C/C(=C/N(C)C)C(=O)O1 (stereo not drawn),114
Cc1c(-c2csc(-n3nc(-c4ccccc4)cc3-c3ccccc3)n2)no[n+]1[O-],102
O=C(CCN1CCCC1)c1ccc([N+](=O)[O-])cc1,-21*
COc1cc(/C=C2\C(=O)NC(=O)N(c3ccccc3)C2=O)cc(OC)c1OC,100
CCCC(O)(c1ccccc1)c1ccccc1,123
CC(=O)OCC1OC(n2cnc3c(=S)nc(N)[nH]c32)C(OC(C)=O)C1OC(C)=O (stereo not drawn),81
O=C1c2c(Cl)ccc([N+](=O)[O-])c2C(=O)c2c(Cl)ccc([N+](=O)[O-])c21,78
Nc1ccc(C(=O)O)c(C(=O)O)c1,87
CC(C)(C)n1cc(-c2ccnc(NCCCNS(=O)(=O)c3ccc(Cl)cc3)c2)c(-c2cccc(F)c2)n1,86
NC(=O)CS(=O)c1oc(-c2ccco2)nc1S(=O)(=O)c1ccc(F)cc1 (stereo not drawn),85
Cc1ccc2ncc(C)c(=O)n2c1,103
Cc1ccc(C2NCc3c(nc4c(c(C)nn4-c4ccccc4)c3-c3ccc(Cl)cc3)N2)cc1 (stereo not drawn),72
N#CC1(C#N)C2c3ccccc3C(c3ccccc32)C1(C#N)C#N,87
COc1ccc2c(c1)N(CCO)C1=C(C(=O)CC(C)(C)C1)C2c1ccccc1 (stereo not drawn),87
O=C(Cc1ccc([N+](=O)[O-])cc1)OCC#CCOC(=O)Cc1ccc([N+](=O)[O-])cc1,97
COC(=O)c1ccc(=O)oc1,96
OC1(C2(O)c3ccccc3Oc3ccccc32)c2ccccc2Oc2ccccc21,84
C[C@]12CCC(=O)C=C1CC[C@H]1[C@@H]3CC[C@@]4(OCC4=O)[C@@]3(C)C[C@H](O)[C@@]12F,114
CCOC(=O)Cc1ccccc1,77
NS(=O)(=O)c1ccc(-n2nc(-c3ccccc3)ccc2=O)cc1,90
c1ccc2[nH]c(-c3cscn3)nc2c1,104
O/N=C/c1ccc(O)cc1,109
CSc1nc2n(c(=O)c1C#N)-c1ccccc1Sc1ccccc1-2,96
CC(=O)Nc1nccs1,103
O=C(O)/C=C\C(=O)NCC1CCC(CNC(=O)/C=C\C(=O)O)CC1 (stereo not drawn),101
CCCc1nn(C)c2c(=O)[nH]c(-c3cc(S(=O)(=O)N4CCN(C)CC4)ccc3OCC)nc12,114
COc1ccc(-c2nn(CC(=O)N3CCCCC3)c3ncnc(N)c23)cc1,101
CCOC(=O)C(Cc1ccc(N(CCCl)CCCl)cc1)NC(=O)C(CC(C)C)NC(C)=O (stereo not drawn),13
CCCc1nnc(NS(=O)(=O)c2ccc(C)cc2)o1,97
O=C1NC(=S)NC(=O)C1=Cc1ccccc1C(=O)O,108
O=C(Nn1c2c(sc1=Nc1ccccc1)C(=O)c1ccccc1C2=O)c1cc2ccc1CCc1ccc(cc1)CC2,92
Cc1cc2cn3c4cccnc4[nH]c(=O)c3c2cc1C,-33*
c1cncc(-c2csc(-c3c[nH]c4ncccc34)n2)c1,89
CCCC(=O)NC(c1cccnc1)c1cc(Cl)c2cccnc2c1O (stereo not drawn),34
CC(=O)c1nc(Nc2ccc(F)cc2)sc1C,91
CCOC(=O)c1cn2c3c(cc(F)cc3c1=O)C(CC)c1ccccc1C2 (stereo not drawn),95
CCCCCC[n+]1cccc(C(N)=O)c1,80
C=CC/C=C(\C#N)CC=C,85

# (list continues)
SMILES,HL-60(TB)
CSC1=C(C#N)C(=N)N2C(=NN1)Sc1c(C)ccc(C)c12,120
CC(C(=O)O)N(C)N=O (stereo not drawn),106
O=c1nc2c(-c3nc4ccccc4s3)n[nH]n2c2sc3c(c12)CCCC3,99
COc1ccc2cc([C@H](C)C(=O)Oc3cc(C)ccc3C(C)C)ccc2c1,118
CC(C)C[C@H](NC(=O)CNC(=O)[C@H](C)NC(=O)[C@H](CCCNC(=N)N)NC(=O)[C@H](CO)NC(=O)[C@H](CO)NC(=O)[C@H](CCCNC(=N)N)NC(=O)[C@@H](N)CO)C(=O)N[C@H](CCC(N)=O)C(=O)N[C@@H](Cc1ccccc1)C(=O)N1CCC[C@H]1C(=O)N[C@H](C(=O)NCC(=O)N[C@@H](CCCNC(=N)N)C(=O)N[C@H](C(=O)N[C@H](Cc1cnc[nH]1)C(=O)N[C@@H](CCCNC(=N)N)C(=O)N[C@@H](Cc1cnc[nH]1)C(=O)N[C@H](CC(C)C)C(=O)N[C@@H](CCCNC(=N)N)C(=O)N[C@@H](CCCCN)C(=O)O)C(C)C)C(C)C,101
C[C@]12CCc3sc(-c4ccccn4)nc3C1=CC[C@@H]1[C@@H]2CC[C@]2(C)C(=O)CC[C@@H]12,97
C=CCn1c2c(c3ccccc31)CC1CN(C3CCCCC3)C(=O)C1C2C(=O)O (stereo not drawn),100
CN(C)/C=C1\CC(C(=O)NCc2ccc(Cl)cc2Cl)N(c2cccs2)C1=O (stereo not drawn),105
C[C@]12CCC3c4ccc(OC(=O)c5ccccc5)cc4CCC3C1CC[C@@H]2O (stereo partly drawn),99
O=C(CC(=O)C(F)(F)C(F)(F)C(F)(F)F)c1cccs1,64
Cc1ccccc1NC(=O)C(=O)Nc1ccccc1C,84
O=C(c1ccc2c(c1)C(=O)NC2=O)c1ccc2c(c1)C(=O)NC2=O,104
CN(C(=O)Nc1cccc([N+](=O)[O-])c1)c1ccccc1,82
CCn1c2ccc(Br)cc2c2c3c(c4c5ccccc5ccc4c21)C(=O)N(O)C3=O,116
C=C(C)[C@@H]1CC[C@]2(C(=O)OC)CC[C@]3(C)[C@H](CC[C@@H]4[C@@]5(C)C/C(=C/c6ccco6)C(=O)NC(C)(C)[C@@H]5CC[C@]43C)[C@@H]12,105
COc1ccc(-c2cc(C(=O)N3N=C(c4ccc(N)cc4)CC3c3ccccc3)c3ccccc3n2)cc1 (stereo not drawn),-28*
COc1cc(/C=C(\C#N)C(=O)N2c3ccccc3Sc3ccc(SC)cc32)cc(OC)c1OC,102
N#Cc1sc2nc(-c3cc4ccccc4o3)cc(-c3ccc(Cl)cc3)c2c1N,103
COc1ccc(C(=O)COc2ccc(C(C)=O)cc2OC)cc1OC,97
COC(=O)c1nc(-c2ccccc2)oc1S(=O)(=O)n1nc(C)cc1N,7.2*
CC12CC(=O)C3(SC#N)C(CCC4=CC(=O)CCC43C)C1CCC2=O (stereo not drawn),43
Nc1ccc(C(=O)Nc2ccc(Nc3ccccc3)c(S(=O)(=O)O)c2)cc1,80
COc1cc(-c2c(-c3ccccc3)c[nH]c2C(=O)NCCO)cc(OC)c1OC,97
COc1cc(CNC(=O)/C=C/c2ccc3c(c2)OCO3)ccc1OCc1cn(-c2ccc([N+](=O)[O-])cc2)nn1,97
Cn1c2c(c3ccccc31)CCN1C[C@@H]3CCCC[C@H]3C[C@@H]21,2.5*
Cc1nn(-c2ccc(F)cc2)c2ncnc(Nc3ccc(NC(=O)Nc4c(Cl)cccc4Cl)cc3)c12,85
NS(=O)(=O)Oc1ccc2c(c1)O/C(=C\c1ccc(-c3ccccn3)cc1)C2=O,100

# Of the compounds above, these contain two or more sulfur atoms.
SMILES,HL-60(TB)
Nc1nc(N)c(N=Nc2ccc(S(=O)(=O)Nc3nccs3)cc2)c(=O)[nH]1,161
CCOC(=O)CSc1nc2sc(C(N)=O)c(C)c2c(=O)n1Cc1ccccc1,108
COc1ccc2c(c1)/C(=C1/S/C(=N/c3nnc(-c4ccc(O)cc4)s3)NC1=O)C(=O)N2Cc1ccc(Cl)cc1,112
NC(=O)CS(=O)c1oc(-c2ccco2)nc1S(=O)(=O)c1ccc(F)cc1 (stereo not drawn),85
CSc1nc2n(c(=O)c1C#N)-c1ccccc1Sc1ccccc1-2,96
CSC1=C(C#N)C(=N)N2C(=NN1)Sc1c(C)ccc(C)c12,120
O=c1nc2c(-c3nc4ccccc4s3)n[nH]n2c2sc3c(c12)CCCC3,99
COc1cc(/C=C(\C#N)C(=O)N2c3ccccc3Sc3ccc(SC)cc32)cc(OC)c1OC,102

# High-throughput results as filed in PubChem.

# Not all compounds are listed, so the mix of outcomes need not match the whole.
